GlmU inhibition – inhibition of mycobacterial GlmU enzyme – biochemical, glucosamine-1-phosphate acetyltransferase (AID 1376); M. tuberculosis GlmU acetyltransferase enzyme assay; higher % means a stronger effect; one-dose inhibition, %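 (tested at 30 µM in the primary screen)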; IC50 in µM for titrated hits; 220,000 compounds, 0.25% hits; in the data active = inhibition above about 13%;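 also: 0% = complete reaction with vehicle and 100% = reaction without substrate; strong numbers were not always called active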
Mtb RmlCD inh – inhibitors of Mycobacterium tuberculosis RmlC and RmlD coupled enzymes; P9WH09+P9WH11; RmlC+RmlD coupled enzyme assay, percent inhibition; primary screen in compound mixtures; inhibition, % at 3.6 µM; 160,000 compounds, 0.03% hits; in the data active = inhibition mostly above about 34%, no sharp cut-off; also: some results filed as inactive read as strong as hits
Target sequence (P9WH09 whole entry, looked up): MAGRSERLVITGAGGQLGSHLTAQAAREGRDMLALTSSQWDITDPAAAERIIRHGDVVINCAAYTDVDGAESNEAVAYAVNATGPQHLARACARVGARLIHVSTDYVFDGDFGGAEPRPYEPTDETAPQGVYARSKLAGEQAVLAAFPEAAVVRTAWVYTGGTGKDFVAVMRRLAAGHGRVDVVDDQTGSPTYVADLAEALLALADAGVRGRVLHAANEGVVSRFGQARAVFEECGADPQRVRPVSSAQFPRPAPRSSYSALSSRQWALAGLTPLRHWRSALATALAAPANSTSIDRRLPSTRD
Target sequence (P9WH11 whole entry, looked up): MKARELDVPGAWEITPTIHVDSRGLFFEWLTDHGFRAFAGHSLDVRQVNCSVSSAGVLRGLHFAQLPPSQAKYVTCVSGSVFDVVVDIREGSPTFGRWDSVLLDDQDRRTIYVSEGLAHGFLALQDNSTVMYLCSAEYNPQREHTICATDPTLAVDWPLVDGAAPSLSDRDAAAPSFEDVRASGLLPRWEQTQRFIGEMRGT
* hit, by the source's call; . = no result given.

SMILES | GlmU inhibition | Mtb RmlCD inh
O=S(=O)(Cc1ccc(Cl)cc1)NCC1CCCO1 (configuration not stated) | -3.7% | 7
c1cncc(C2CC(c3cccs3)n3ncnc3N2)c1 (configuration not stated) | 8.9% | .
O=C(c1cc([N+](=O)[O-])ccc1Cl)N1CCN(c2ccc(F)cc2)CC1 | -1.2% | -9
O=C(CSc1nnc(Cc2cc(=O)[nH]c(=O)[nH]2)n1-c1ccc(F)cc1)NC1CCCC1 | 2.7% | -7
O=C(NN1C(=O)c2ccccc2NC1c1ccoc1)c1ccccc1 (configuration not stated) | 2.9% | 63
CCCC(c1nnnn1C(C)(C)CC)N1CCN(C2CCCC2)CC1 (configuration not stated) | 4.8% | .
CC(=O)c1c(C)[nH]c(C(=O)OCc2ccccc2F)c1C | 3.4% | 5
O=C(CN(C(=O)c1ccccc1Cl)N1C(=O)CCCC1=O)c1ccc(Cl)cc1 | 4.5% | -17
COc1cccc(SCc2noc(C(=O)NCc3ccccc3)c2C(=O)NCc2ccccc2)c1 | 4.0% | 4
CCN(CC)S(=O)(=O)c1ccc(N/N=C/c2ccccc2OCC(=O)O)c([N+](=O)[O-])c1 | 2.3% | -9
Cc1ccc2[nH]c(=O)c(CN(Cc3ccco3)C(=O)CN3CCCC(C)C3)cc2c1 (configuration not stated) | 3.0% | -7
O=c1[nH]c(O)c(N=Nc2ccc3c(c2)OCCO3)c(=O)[nH]1 | -3.2% | 13
O=C(CNC(=O)c1ccccc1Cl)N/N=C/c1ccc([N+](=O)[O-])s1 | 1.3% | -1
CCN1CCCc2cc(CN(CCN3CCOCC3)C(=S)Nc3cccc(C)c3)ccc21 | 1.6% | -16
N#Cc1nc(-c2ccco2)oc1NCc1ccc(F)cc1 | 1.2% | -7
CCOC(=O)N1CCC(Nc2c(-c3ccc(C)c(C)c3)c(=O)c2=O)CC1 | 2.2% | 9
CC(=O)c1cccc(N=Nc2c(C)[nH]c3ccccc23)c1 | 0.0% | .
CCOc1ccc(N=C(NC#N)SCC(=O)NC2CC2)cc1 | 0.5% | 8
Nc1nc(Nc2cccc(Cl)c2)nc(NCCO)c1[N+](=O)[O-] | -5.1% | -8
CCCN1CCN(CCCNC(=O)Cn2cc3c(n2)CCCC3)CC1 | -4.8% | 5
CCOC(=O)c1nn(-c2ccc([N+](=O)[O-])cc2)cc1O | 0.6% | .
CCn1c(=O)c2ccccc2n2c(SCC(=O)NCc3cccs3)nnc12 | 4.1% | 12
Cc1[nH]c2ccccc2c1[C@H]1[C@@H](CC#N)C1(C)C | 5.5% | 8
CC(C)C(c1nnnn1C1CCCC1)N1CCc2ccccc21 (configuration not stated) | -4.6% | 12
N#Cc1cc2c(nc1SCC(=O)N1CCCCC1)CCCCC2 | 8.0% | -10
CCCCC(=O)NC(=S)Nc1ccccc1N1CCCCC1 | 2.6% | .
COC(=O)c1cccc(NC(=O)c2ccc(OC)c(Cl)c2)c1 | 2.2% | -13
CC(C)(C)NC(=O)CCSc1nnc(-c2ccco2)o1 | 1.3% | 8
CCC12CN3CC(CC)(CN(C1)C3c1c(O)ccc3ccccc13)C2=O (configuration not stated) | -3.2% | 5
COc1ccc(/C=C/C(=O)NC(=S)NNC(=O)c2cccnc2)cc1 | 8.9% | -12
COc1ccccc1C(=O)NNC(=O)c1ccncc1 | -0.3% | 3
Cc1cc(C)cc(-n2c(C)c3c(C)nnc(C)c3c2C)c1 | -0.8% | -4
Cc1ccc(NC(=O)CCC(=O)NNC(=O)c2ccco2)cc1C | -1.8% | .
COc1ccc(S(=O)(=O)Oc2cccc(/C=N/N=C3/NC(=O)C(CC(=O)O)S3)c2)cc1 (configuration not stated) | 2.5% | .
O=C(O)c1ccc2noc(-c3ccccc3)c2c1 | -7.0% | 15
Cc1cc(C(=O)Nc2c(F)cc(F)cc2Br)no1 | 2.2% | -5
S=c1nc(-c2ccccc2)n(CCCn2ccnc2)c2c1CCCC2 | -6.4% | -5
O=S(=O)(NC(=NC1CCCC1)C(F)(F)F)c1ccccc1 | 0.8% | .
CCOP(=O)(OCC)C(Nc1cccc(C(F)(F)F)c1)c1ccc(Br)cc1 (configuration not stated) | 0.8% | -4
Cc1ccc(Cl)cc1N1CCN(c2cccc[n+]2C)CC1 | -2.4% | 4
COc1ccc(OC)c(C2C(C(N)=O)=C(C)Nc3nc(CCCO)nn32)c1 (configuration not stated) | 10% | .
Cc1ccc(CSc2ncnc3c2cnn3-c2ccccc2)cc1 | 3.5% | -7
Cc1ccc(C)c(NC(=O)CSc2ccc(-c3cccs3)nn2)c1 | -2.0% | 4
CC1Cc2nc(SCC(=O)Nc3nc4ccccc4s3)n(C)c(=O)c2S1 (configuration not stated) | 5.3% | 4
CCOc1cc(C)c(S(=O)(=O)N2CCCC2)cc1C | -1.9% | .
CC(NC1CCCC1)c1ccccc1 (configuration not stated) | 7.1% | -1
O=C(N/N=C/c1ccc(O)cc1O)/C(=C/c1ccccc1)CCO | -2.8% | -8
COc1ccc(C(CC(=O)O)NC(=O)c2cc3cc(Br)ccc3oc2=O)cc1OC (configuration not stated) | 4.0% | -6
CCCCCCCCCCNC(=O)C(=O)Nc1ccccn1 | 1.4% | -3
Cc1ccc(Cn2ncc3c(N4CCN(c5ccc(C)cc5)CC4)ncnc32)cc1 | . | 5
CCNc1nc(NCC)n2c(SCC(=O)c3ccccc3Cl)nnc2n1 | -2.3% | -2
CC(C)(C)NC(=O)CSc1nnc(-c2ccccn2)n1-c1ccccc1 | -3.3% | 6
COc1cccc(CN(C)CC(=O)NC(=O)NCc2ccccc2)c1 | -1.2% | -16
Nc1ccc(S(=O)(=O)N2CCCC2C(=O)O)cc1 (configuration not stated) | -3.8% | -4
Cc1ccc(NC(=O)Cc2nc(CCl)cs2)cc1 | 1.6% | 4
CNC(=O)c1[nH]cnc1C(=O)Nc1cccc(OC)c1 | -0.3% | -4
COc1ccc(Cl)cc1NC(=S)Nc1ccc(Cl)cn1 | 0.0% | -7
COc1ccccc1N1CCN(CC(=O)N2N=CCC2c2ccccc2)CC1 (configuration not stated) | -3.3% | .
Oc1ccc(/C=N/NC(=S)Nc2cccnc2)cc1O | 7.0% | 7
O=C(CSc1ncnc2[nH]ncc12)Nc1nc(-c2ccc(F)c(F)c2)cs1 | 0.5% | -11
The list continues.
SMILES | GlmU inhibition | Mtb RmlCD inh
C/C(Cc1ccccc1)=N/NC(=O)CNC(=O)C(c1ccccc1)c1ccccc1 | 0.5% | 10
CC(=O)c1cccc(NC(=O)COC(=O)C2=COCCO2)c1 | -2.4% | 4
O=C(c1ccc(Cl)cc1)c1oc2ccccc2c1CS(=O)(=O)c1ccccc1 | 5.1% | -2
Cc1ccc[n+](C2C(c3ccc([N+](=O)[O-])cc3)C(C#N)=C([S-])NC2(O)C2CC2)c1 (configuration not stated) | -1.8% | 8
Cc1ccc(Oc2c(C(N)=O)cc([N+](=O)[O-])cc2[N+](=O)[O-])cc1 | -0.8% | -1
COc1ccc(CCCc2nnc(SCC(=O)Nc3nc(C)cs3)n2C)cc1 | 4.8% | -5
COc1ccc(C2=C(O)C(C)N(c3ccccc3)C2=N)cc1OC (configuration not stated) | 6.3% | 2
Cc1cc(C)nc(NS(=O)(=O)c2ccc(Br)s2)c1 | -3.9% | -8
COc1ccc(S(=O)(=O)N2Cc3ccccc3CC2C(=O)Nc2nccs2)cc1OC (configuration not stated) | -0.2% | 0
CCCn1c(-c2ccc(OC)cc2)nc2nc3ccccc3nc21 | 6.2% | 8
Cc1cc(C)c2c(N)c(C(=O)N3CCN(c4ncccn4)CC3)sc2n1 | -0.3% | -4
COc1ccc(-c2ccc3ccccc3n2)cc1 | 0.3% | 12
Cc1ccc(C)c(N2CCN(C(=S)Nc3ccc4nc(N5CCOCC5)cc(C)c4c3)CC2)c1 | -1.5% | -4
COc1ccc(N)cc1-n1c(C)ccc1C | 0.3% | -7
Cc1ccc(NS(=O)(=O)c2cn(C)cn2)cc1 | -0.5% | .
O=C1C2C3C=CC(C3)C2C(=O)N1/N=C/c1ccc(-c2ccccc2[N+](=O)[O-])o1 (configuration not stated) | -0.7% | -6
O=C1CCCCCN1C(=O)c1cccc(C(=O)N2CCCCCC2=O)c1 | 0.4% | -8
COc1ccccc1NC(=O)NC1(C(=O)N2CCCCCC2)CCCCC1 | -2.3% | .
O=C(O)CCC(=O)OCC1CCCO1 (configuration not stated) | -1.4% | 2
COc1ccc(C)cc1-n1nnnc1SCC1CCCCO1 (configuration not stated) | 10% | -5
CSc1ncc(C(C)=O)c(C)n1 | -0.6% | -2
COc1ccc(/C=C/C(=O)Nc2nc(C)cc(C)n2)cc1OC | 0.7% | -1
O=C(NCc1ccco1)/C(=C\c1ccco1)NC(=O)c1ccco1 | -3.2% | 2
Cc1ccc(-c2nn(CCC(=O)NN3CCOCC3)c(=O)c3ccccc23)cc1 | 1.2% | -9
Cc1ccc(-c2cc(C(=O)Nc3c(C)n(C)n(-c4ccccc4)c3=O)[nH]n2)c(O)c1C | -1.2% | 0
CN(C)c1ccnc2sc(C(=O)c3ccccc3)c(N)c12 | -4.7% | 15
CC(C)c1cc(NCc2ccccn2)n2c(nc3ccccc32)c1C#N | -3.7% | .
Cc1ccc([N+](=O)[O-])cc1-c1ccc(/C=N/NC(=O)CN2CCOCC2)o1 | 11% | 14
CCCCCCCSc1cc(OC)c(CCNC)cc1OC | -5.3% | -1
CC(C)=C1C2CCC1C1C(=O)N(c3ccc4c(c3)OCO4)C(=O)C21 (configuration not stated) | -2.3% | .
Cc1ccc(CNC(=O)CCC2CCCN(Cc3ccc4cccc(F)c4n3)C2)o1 (configuration not stated) | 0.7% | -11
COC(=O)CNC(=O)c1ccc(C)s1 | 1.8% | .
Cn1nc([N+](=O)[O-])c2c(-c3nc4ccccc4s3)c(N)n(C3CCCCC3)c2c1=O | -0.7% | 3
CCOC(=O)/C=C1\NC(C)(C)Cc2cc(OC)c(OC)cc21 | -1.5% | 5
CCN1CCN(C(=O)CCN2C(=O)COc3ccc(C)cc32)CC1 | -6.5% | -11
CC(C)C[C@@H](CSc1ccc(Br)cc1)N1CCN(CC(C)C)CCC1=O | -0.3% | .
O=C(c1cc(=O)[nH]c2ccccc12)N1CCc2ccccc2C1 | -5.6% | 6
CCCCOc1ccc(-c2cnc3ccccc3n2)cc1 | 3.2% | 3
O=c1[nH]sc2ccccc12 | 3.0% | 9
CCOc1ccccc1N1CC(O)=C(c2nc3ccccc3s2)C1=N | 3.2% | .
Cc1cc(C)n(Cc2ccc(Cl)nc2)n1 | 2.4% | -10
COc1cc(/C=C/C(=O)OCC(=O)NCCc2ccccc2)cc(OC)c1OC | -7.2% | 7
Cc1nn(CCC(=O)O)c2nc(-c3cccnc3)cc(C(F)(F)F)c12 | 3.0% | 2
CCOc1ccc(NC(=S)Nc2cccnc2)cc1 | -4.8% | 9
CC1=CC(C)C(/C=N/n2cnnc2)C(C)C1 (configuration not stated) | -4.9% | 11

3 compounds out of the list, ordered by SMILES length, lowest first.
SMILES | GlmU inhibition | Mtb RmlCD inh
CC1=CC(C)C(/C=N/n2cnnc2)C(C)C1 (configuration not stated) | -4.9% | 11
CCOc1ccccc1N1CC(O)=C(c2nc3ccccc3s2)C1=N | 3.2% | .
CC(C)C[C@@H](CSc1ccc(Br)cc1)N1CCN(CC(C)C)CCC1=O | -0.3% | .

(listing goes on)
SMILES | GlmU inhibition | Mtb RmlCD inh
O=C(CNC(=S)N(Cc1ccccc1)Cc1cccnc1)NCCN1CCOCC1 | 2.0% | 41
COc1ccc(S(=O)(=O)NNC(=O)c2csc(-n3nc(C)cc3C(F)(F)F)n2)cc1OC | 2.2% | -9
COC(=O)c1sccc1NC(=S)N1CCN(C)CC1 | -4.2% | -6
Clc1ccc(OCc2nnc3n2CCCCC3)c(Cl)c1 | 4.1% | .
CN1C(=O)/C(=N/OC(=O)c2ccccc2)c2ccccc21 | -1.6% | .
Cc1ccc2c(c1)c(C)c(C)n2CC(O)Cn1nc(C)cc1C (configuration not stated) | 5.9% | .
O=C(Nc1cc(N2CCOCC2)ncn1)NC1(C(F)(F)F)Oc2ccc(Cl)cc2O1 (configuration not stated) | 7.3% | -4
Cc1ccc(C)c(S(=O)(=O)NCc2ccc(C(=O)N3CCN(C)CC3)cc2)c1 | 3.4% | .
O=C(CSc1nnc(Cc2ccccc2)n1Cc1ccccc1)NCc1ccco1 | -4.9% | .
COc1ccc(S(=O)(=O)Nc2ccc(O)c3ccccc23)cc1 | 2.9% | -14

Structural class: the compounds so far containing fluorine.
SMILES | GlmU inhibition | Mtb RmlCD inh
O=C(c1cc([N+](=O)[O-])ccc1Cl)N1CCN(c2ccc(F)cc2)CC1 | -1.2% | -9
O=C(CSc1nnc(Cc2cc(=O)[nH]c(=O)[nH]2)n1-c1ccc(F)cc1)NC1CCCC1 | 2.7% | -7
CC(=O)c1c(C)[nH]c(C(=O)OCc2ccccc2F)c1C | 3.4% | 5
N#Cc1nc(-c2ccco2)oc1NCc1ccc(F)cc1 | 1.2% | -7
Cc1cc(C(=O)Nc2c(F)cc(F)cc2Br)no1 | 2.2% | -5
O=S(=O)(NC(=NC1CCCC1)C(F)(F)F)c1ccccc1 | 0.8% | .
CCOP(=O)(OCC)C(Nc1cccc(C(F)(F)F)c1)c1ccc(Br)cc1 (configuration not stated) | 0.8% | -4
O=C(CSc1ncnc2[nH]ncc12)Nc1nc(-c2ccc(F)c(F)c2)cs1 | 0.5% | -11
Cc1ccc(CNC(=O)CCC2CCCN(Cc3ccc4cccc(F)c4n3)C2)o1 (configuration not stated) | 0.7% | -11
Cc1nn(CCC(=O)O)c2nc(-c3cccnc3)cc(C(F)(F)F)c12 | 3.0% | 2
COc1ccc(S(=O)(=O)NNC(=O)c2csc(-n3nc(C)cc3C(F)(F)F)n2)cc1OC | 2.2% | -9
O=C(Nc1cc(N2CCOCC2)ncn1)NC1(C(F)(F)F)Oc2ccc(Cl)cc2O1 (configuration not stated) | 7.3% | -4

An excerpt. The share of hits here may be higher or lower than overall.
